NR2E3 ag-1: NR2E3 (human) agonism; 320,000 tested, 0.12% active; Q9Y5X4; AID 2300; inhibition of corepressor binding, % at 4.78 µM; GST-NR2E3/biotin-RetCOR TR-FRET, 1536-well;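 active = percent inhibition above the cutoff of mean plus 3 SD of all tested compounds, set per screening campaign, cut at about 20% in these data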;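 also: 0% = DMSO wells and 100% = biotin wells as full block of FRET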
Target sequence (Q9Y5X4 whole entry, looked up): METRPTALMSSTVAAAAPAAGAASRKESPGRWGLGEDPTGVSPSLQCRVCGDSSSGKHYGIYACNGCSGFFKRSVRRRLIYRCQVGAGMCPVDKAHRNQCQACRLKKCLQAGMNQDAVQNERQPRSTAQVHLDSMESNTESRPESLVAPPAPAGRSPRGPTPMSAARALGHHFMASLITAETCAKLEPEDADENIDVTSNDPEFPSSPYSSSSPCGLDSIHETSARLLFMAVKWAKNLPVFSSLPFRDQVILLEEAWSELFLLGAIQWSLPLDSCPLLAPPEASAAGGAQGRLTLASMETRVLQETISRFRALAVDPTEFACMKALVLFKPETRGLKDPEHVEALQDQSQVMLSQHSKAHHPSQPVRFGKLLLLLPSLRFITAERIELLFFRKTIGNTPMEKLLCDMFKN
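Format: 1536-well format; test system: GST-NR2E3 and biotin-RetCOR proteins; read-out basis: percent inhibition of TR-FRET ratio; timing: 5 h incubation at 4 °C; detection: time-resolved FRET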
HIF-2a inh: blocks HIF-2a reporter activity. 786-0 RCC cells HIF-2a reporter, luciferase luminescence, overnight. inhibition, % at 18.8 µM. 360,000 tested, 0.72% active. AID 624352;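 active = inhibition of the luminescence signal of 40% or more relative to plate controls, in a single-dose primary screen at 18.75 µM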
TWEAK Fn14 block: inhibitors of TWEAK-Fn14 interaction signaling. TWEAK-stimulated Fn14 reporter cells, luciferase luminescence, 8 h. inhibition, % at 10 µM. 360,000 tested, 2% active; in the data active = inhibition above about 50%
C8 TRAIL sens: sensitizes caspase-8 expressing cells to TRAIL. NB7+C8 cells + TRAIL, ATPlite viability luminescence. inhibition (viability loss, TRAIL sensitization), % at 10 µM. 360,000 tested, 1% active;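 active = compounds causing at least 50% loss of cell viability in the single-dose screen, relative to plate controls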
Shn3 inh set2: inhibitors of Schnurri-3 3'UTR reporter in osteoblasts | Clone20 osteoblast Shn3 3'UTR firefly luciferase, 24 h | inhibition, % at 12.5 µM | 360,000 tested, 0.52% active;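 active = mean inhibition of at least 75% with every replicate also reaching 75%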;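 also: 0% = median of neutral control wells and 100% = pilot-screen positive control compound; some compounds past the cut are filed as inactive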
TROY NFkB inh: blocks TROY-dependent signaling in reporter cells. 360,000 tested, 0.98% active. Q293 LMP1-TROYcd NF-kB luciferase reporter, 4 h. inhibition, % at 10 µM;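 active = compounds whose plate-normalised and pattern-corrected inhibition of the luciferase reporter signal at the single screening dose is 50% or more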
CF NFkB block: cystic fibrosis NF-kB activation inhibition. KKLEB NF-kB-GFP reporter, PAF-induced, GFP fluorescence overnight. inhibition, % at 5 µM. 360,000 tested, 0.86% active;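 active = at least 50% inhibition at 5 µM, scaled per plate between neutral and stimulator controls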;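 also: PAF is a Pseudomonas aeruginosa culture filtrate used as stimulus; plate controls were PAF-stimulated DMSO wells for no effect and unstimulated DMSO wells for full effect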
KKLEB tox: counter-screen for CF NF-kB inhibitors: cytotoxicity | KKLEB CF airway cells viability, ATPlite luminescence, overnight; hits give low values; cells stimulated with P. aeruginosa culture filtrate | activity change (cytotoxicity), % at 5 µM | 360,000 tested, 0.36% active;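 active = corrected activity change at or below -50% at 5 µM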
NR2E3 ag-2: agonists of human NR2E3 nuclear receptor. Q9Y5X4. CHO-S Gal4-NCOR/VP16-NR2E3 two-hybrid, luciferase. inhibition of corepressor binding, % at 3.98 µM. 360,000 tested, 0.35% active. AID 602229;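 active = inhibition above the mean of all tested compounds plus 3 SD, cut at about 70% in these data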;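 also: 0% = DMSO with NR2E3 transfected cells and 100% = cells lacking NR2E3 construct; higher means lower luciferase signal from less NR2E3 corepressor binding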
Peg3 promoter: inhibitors of Peg3 promoter | HeLa PEG-Prom luciferase reporter, luminescence, overnight | inhibition, % at 20 µM | 360,000 tested, 1.7% active | AID 588405;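 active = inhibition of at least 50% at 20 µM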
TRPM1 prom inh: inhibitors of MITF-driven TRPM1 promoter in melanoma cells; AID 488899; 330,000 tested, 0.83% active; SK-MEL-5 TRPM1 promoter luciferase, 24 h; inhibition, % at 12.5 µM;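 active = mean inhibition across replicates of 60% or more, whatever share of single replicates reaches that level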; also: values of inactives mirror those of a sister screen read the other way
An asterisk follows results filed as active; / = not tested or not shown. These rows are one share of the data; count on the stated rates, not on these rows.

#	structure	NR2E3 ag-1	HIF-2a inh	TWEAK Fn14 block	C8 TRAIL sens	Shn3 inh set2	TROY NFkB inh
1	C/C(=N\NC(=O)Cc1cc(=O)[nH][nH]1)c1cccc([N+](=O)[O-])c1	3	19	-4	-6	-1	9
2	O=C(Nc1nc2ccc(F)cc2s1)C1CCCO1 (stereo not drawn)	1	-195	25	4	-122	-34
3	CCC(=O)N1CCc2cc(OC)c(OC)cc2C1COc1ccc(C(=O)OC)cc1 (stereo not drawn)	3	4	-13	1	12	-1
4	CCOCCCN(C)C1CCN(C(=O)c2oc3ccccc3c2NC(=O)Cc2ccc(F)cc2)CC1	-2	0	1	-4	-18	3
5	O=C(Cn1nc(C(=O)O)c2ccccc2c1=O)Nc1cccc(S(=O)(=O)N2CCOCC2)c1	2	8	-17	-7	-10	12
6	Cc1ccc(C(=O)NCC(=O)OCCCOC(=O)CNC(=O)c2ccc(C)cc2)cc1	0	-29	-15	10	-11	-15
7	CC1CCCC(NC(=O)CC2Nc3ccccc3NC2=O)C1C (stereo not drawn)	-1	-41	-21	8	-2	-42
8	COc1ccc(OCCNC(=O)/C=C/c2ccccc2)cc1	0	0	-10	-2	15	-17
9	Cc1c(C(=O)NCCSCc2ccccc2)cccc1[N+](=O)[O-]	3	0	7	2	-1	9
10	COC(=O)[C@@H]1CCCN1C(=O)CCc1nnc(CCC2CCCCC2)o1	2	-199	-11	15	-49	-56

#	CF NFkB block	KKLEB tox	NR2E3 ag-2	Peg3 promoter	TRPM1 prom inh
1	1	-3	-3	6	-8
2	0	8	-76	-304	-107
3	24	-11	5	6	-4
4	-5	11	-10	16	-12
5	5	-5	-30	6	-4
6	-18	0	-29	-36	-3
7	3	-2	-8	-12	-5
8	6	-5	21	-21	0
9	5	-2	-8	11	11
10	4	-25	-63	-211	-61

A second format for two compounds above:
no.	Molecule	NR2E3 ag-1	HIF-2a inh	TWEAK Fn14 block	C8 TRAIL sens	Shn3 inh set2	TROY NFkB inh	CF NFkB block	KKLEB tox	NR2E3 ag-2	Peg3 promoter	TRPM1 prom inh
9	Cc1c(C(=O)NCCSCc2ccccc2)cccc1[N+](=O)[O-]	3	0	7	2	-1	9	5	-2	-8	11	11
8	COc1ccc(OCCNC(=O)/C=C/c2ccccc2)cc1	0	0	-10	-2	15	-17	6	-5	21	-21	0

Going on with the list.
#	structure	NR2E3 ag-1	HIF-2a inh	TWEAK Fn14 block	C8 TRAIL sens	Shn3 inh set2	TROY NFkB inh
11	N#Cc1c(-c2ccccc2)nc(SCc2ccc([N+](=O)[O-])cc2)[nH]c1=O	5	19	-11	3	-9	15
12	COc1ccc(NC(=S)NC(=O)c2ccccc2Cl)cc1	4	-210	-23	1	-56	-51
13	O=C(CNCc1ccccc1Cl)Nc1ccccc1N1CCCCC1	-2	9	9	-2	-51	13
14	CC(C)(C)OC(=O)N1CCC(NC(=O)c2[nH]cnc2C(=O)Nc2ccon2)CC1	3	16	12	-11	7	-21
15	COc1ccccc1C(=O)C1CCCN(C(=O)CCc2ccccn2)C1 (stereo not drawn)	2	16	6	-2	-10	2
16	CN(c1ccccc1)c1cc(Br)nc(Br)c1	1	-43	-11	-11	7	-25
17	O=C(Nc1cccc(Cl)c1)NC1CC2CCC(C1)N2Cc1ccco1 (stereo not drawn)	2	10	10	-1	-4	-8
18	COc1ccc(N(Cc2ccccc2)S(=O)(=O)c2cccc(C(=O)NC3=NCCS3)c2)cc1	-2	38	31	-3	-1	2
19	Cc1ccc(S(=O)(=O)N(C)CC(=O)NNC(=O)Cc2ccccc2F)cc1	/	5	5	-6	0	0
20	CCOC(=O)c1cnc(SCC(=O)Nc2cc(OC)cc(OC)c2)nc1N	0	21	3	12	78	14

#	CF NFkB block	KKLEB tox	NR2E3 ag-2	Peg3 promoter	TRPM1 prom inh
11	8	2	21	3	-9
12	-6	11	-62	-155	-81
13	16	1	-14	21	2
14	10	-6	11	26	7
15	-14	15	-9	-1	16
16	4	7	-21	5	1
17	-3	7	4	-2	/
18	6	2	6	33	0
19	18	-13	6	6	6
20	12	-15	-15	37	12

(listing goes on)
#	structure	NR2E3 ag-1	HIF-2a inh	TWEAK Fn14 block	C8 TRAIL sens	Shn3 inh set2	TROY NFkB inh
21	c1coc(-c2nc3nc4ccccc4nc3n2CC2CCCO2)c1 (stereo not drawn)	4	-1	12	-1	8	-1
22	COc1ccc(-c2cc(=O)oc3cc(OCC(=O)N(C)C4CCS(=O)(=O)C4)ccc23)cc1 (stereo not drawn)	4	12	-9	-8	1	-22
23	CCOC(=O)C1CCCN(C(=O)Cn2nc(Cc3cccnc3)c3ccccc3c2=O)C1 (stereo not drawn)	2	8	5	-1	-13	-12
24	CC1=NNC(=O)C1CCC(=O)N/N=C\c1ccc(Cl)c(Cl)c1 (stereo not drawn)	2	7	-7	3	5	8
25	O=S1(=O)N=C(Nc2nncs2)c2ccccc21	6	2	16	8	7	-45
26	COc1ccc(-c2nnc(N3CCC(C)CC3)c3ccccc23)cc1	-5	5	11	9	52	0
27	Cc1ccc(S(=O)(=O)NC(C)C(=O)OCC(=O)Nc2sccc2C(N)=O)cc1 (stereo not drawn)	/	14	5	7	-1	3
28	COc1nc(NCc2ccco2)nc(N2CCC(C)CC2)n1	1	-6	-5	-3	-2	10
29	COCCN1CCN(C(=O)C2CCC(=O)N(Cc3cccc(C(F)(F)F)c3)C2)CC1 (stereo not drawn)	/	-7	8	-11	-3	4
30	O=C(C1CCC(CNc2c(N3CCCCC3)c(=O)c2=O)CC1)N1CCCCC1 (stereo not drawn)	2	15	-9	10	6	2

#	CF NFkB block	KKLEB tox	NR2E3 ag-2	Peg3 promoter	TRPM1 prom inh
21	-12	5	10	7	-4
22	2	-18	-14	5	-4
23	-5	16	-18	14	/
24	-1	13	-5	-12	4
25	10	10	-12	7	6
26	5	6	-13	24	5
27	13	1	-9	-3	/
28	18	-4	15	10	6
29	0	-9	-18	-2	0
30	-69	1	-2	10	/

More results follow.
#	structure	NR2E3 ag-1	HIF-2a inh	TWEAK Fn14 block	C8 TRAIL sens	Shn3 inh set2	TROY NFkB inh
31	CC1(C)Cc2noc(N)c2C(C)(C)N1OC(=O)c1cccs1	-1	16	-8	-6	16	-3
32	Cc1[nH]c2ccc(OC(=O)N3CCOCC3)cc2c1C(=O)OC(C)C	2	22	-2	1	14	25
33	COc1ccc(NC(C)=O)cc1S(=O)(=O)N1CC=C(c2ccccc2)CC1	/	17	9	-6	0	11
34	CN1CCN(c2ccc3c(c2)C2CC3CCN2C(=O)OCc2ccccc2)CC1 (stereo not drawn)	/	-125	-32	-1	-20	-43
35	CCOc1cc(/C=C2\SC(N3CCCCC3)=NC2=O)ccc1O	-5	-101	-35	-7	-19	-32
36	COC(=O)c1ccc(N)nc1	-1	9	-2	-2	-12	-11
37	CSc1ccc(CCNC(=O)c2cc(C)nn2-c2ccccc2)cc1	-2	6	8	-6	-4	-11
38	C/C(=N\NC(=O)OC(C)(C)C)c1ccc(-n2ccnc2)cc1	3	8	-5	-2	-19	3
39	CC(C)c1nnc(NC(=O)CCC2CCCCC2)s1	-3	-164	-16	1	-25	-45
40	CCOC(=O)C1CCN(C(=O)c2cn(CCOC)c(=O)c3c2c2ccccc2n3C)CC1	1	16	-16	0	-14	1

#	CF NFkB block	KKLEB tox	NR2E3 ag-2	Peg3 promoter	TRPM1 prom inh
31	-8	-4	12	4	-6
32	14	-15	-5	17	24
33	-7	11	12	12	-5
34	6	0	-16	-86	-68
35	17	-3	-33	-113	-15
36	8	-3	-37	10	10
37	5	0	-5	12	-4
38	13	-3	-26	10	-14
39	0	-5	-3	-146	-87
40	4	0	-30	17	-10

Additional structures follow.
#	structure	NR2E3 ag-1	HIF-2a inh	TWEAK Fn14 block	C8 TRAIL sens	Shn3 inh set2	TROY NFkB inh
41	Cn1c(CN2CCN(c3cccc(Cl)c3)CC2)nc2ccccc21	1	-10	0	1	-22	-5
42	Cc1cc(C(=O)c2cccs2)c(N)s1	4	-18	17	-15	-13	13
43	O=C(CC1(c2ccc(Cl)cc2)C2CC3CC(C2)CC1C3)NCCO (stereo not drawn)	6	10	20	8	8	15
44	Cc1ccc(C(=O)N/C(=C\c2ccc(-c3cccc([N+](=O)[O-])c3)o2)C(=O)NC(C)(C)C)cc1	1	10	11	5	4	1
45	COc1cccc(C(NC(C)=O)c2nc(-c3cccc(C(F)(F)F)c3)cs2)c1 (stereo not drawn)	/	-7	1	-7	7	-14
46	COC(=O)N/N=C/c1cn(CC(C)COc2ccccc2)c2ccccc12 (stereo not drawn)	-3	-11	14	15	57	42

#	CF NFkB block	KKLEB tox	NR2E3 ag-2	Peg3 promoter	TRPM1 prom inh
41	-9	-13	8	8	7
42	-11	7	-11	-10	2
43	-9	-6	-24	21	-4
44	-25	-7	-3	25	-2
45	4	-8	-27	5	/
46	6	13	-16	22	-2

Full records as entered above:
CC1(C)Cc2noc(N)c2C(C)(C)N1OC(=O)c1cccs1 as listed: NR2E3 ag-1: -1; HIF-2a inh: 16; TWEAK Fn14 block: -8; C8 TRAIL sens: -6; Shn3 inh set2: 16; TROY NFkB inh: -3; CF NFkB block: -8; KKLEB tox: -4; NR2E3 ag-2: 12; Peg3 promoter: 4; TRPM1 prom inh: -6
COc1ccc(NC(=S)NC(=O)c2ccccc2Cl)cc1 as listed: NR2E3 ag-1: 4; HIF-2a inh: -210; TWEAK Fn14 block: -23; C8 TRAIL sens: 1; Shn3 inh set2: -56; TROY NFkB inh: -51; CF NFkB block: -6; KKLEB tox: 11; NR2E3 ag-2: -62; Peg3 promoter: -155; TRPM1 prom inh: -81
CC1CCCC(NC(=O)CC2Nc3ccccc3NC2=O)C1C (stereo not drawn) as listed: NR2E3 ag-1: -1; HIF-2a inh: -41; TWEAK Fn14 block: -21; C8 TRAIL sens: 8; Shn3 inh set2: -2; TROY NFkB inh: -42; CF NFkB block: 3; KKLEB tox: -2; NR2E3 ag-2: -8; Peg3 promoter: -12; TRPM1 prom inh: -5
